FadD28 FP inh – inhibitors of Mycobacterium tuberculosis FadD28 bisubstrate binding; FadD28 bisubstrate probe binding, fluorescence polarization; hit rate 0.22% among 360,000; inhibition, % at 12.5 µM; in the data active = inhibition above about 8.5%, passing the limit was not always enough; inconclusive = no clear call, values can overlap the other calls
GDH-TPI counter – GDH-TPI coupled enzyme inhibition counter-screen | inhibition, % at 4.8 µM | hit rate 1.2% among 360,000 | GDH-TPI coupled enzyme counterscreen, NADH absorbance | AID 588335; in the data active = inhibition above about 30%;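 note: 0% = DMSO wells and 100% = wells lacking the enzyme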
Mtb FBA inh – Mtb fructose-bisphosphate aldolase inhibition. AID 588726. inhibition, % at 1 µM. purified M. tuberculosis FBA, fluorescence read-out. hit rate 2.3% among 360,000. P9WQA3; in the data active = inhibition above about 27%;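 note: 0% = vehicle and 100% = reference inhibitor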
Target sequence (P9WQA3 whole entry, looked up): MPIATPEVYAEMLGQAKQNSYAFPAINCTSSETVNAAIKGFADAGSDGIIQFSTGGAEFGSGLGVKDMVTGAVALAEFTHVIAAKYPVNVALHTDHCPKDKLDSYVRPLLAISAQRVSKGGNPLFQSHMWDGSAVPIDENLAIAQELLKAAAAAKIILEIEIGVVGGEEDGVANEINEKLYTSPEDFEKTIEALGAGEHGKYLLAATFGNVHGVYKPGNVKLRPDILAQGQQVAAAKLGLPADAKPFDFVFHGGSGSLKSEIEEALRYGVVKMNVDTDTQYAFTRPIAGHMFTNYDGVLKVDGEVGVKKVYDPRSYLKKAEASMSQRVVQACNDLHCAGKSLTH
PfHsp40 yeast – compounds rescuing yeast from Plasmodium falciparum HSP40 toxicity; hit rate 0.68% among 340,000; S. cerevisiae expressing PfHsp40, growth rescue, ATP luminescence; growth rescue, % at 12.5 µM; AID 504582; in the data active = growth rescue above about 28%, passing the limit was not always enough; inconclusive = no clear call, values can overlap the other calls;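 note: yeast W303a lacking pdr1 and pdr3 grown in galactose medium; growth measured after three days at 30 °C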
BoNT F protease – BoNT F light chain protease inhibition | Multiplex microsphere protease cleavage assay, flow cytometry | hit rate 0.22% among 360,000 | inhibition, % at 10 µM; in the data active = inhibition above about 35%, passing the limit was not always enough; inconclusive = no clear call, values can overlap the other calls; note: plate controls were buffer without enzyme for full effect and enzyme alone for no effect
BoNT A protease – blocks Botulinum neurotoxin A light chain protease; multiplex microsphere protease substrate cleavage, flow cytometry; inhibition, % at 10 µM; hit rate 0.17% among 360,000; AID 588499; note: plate controls were buffer without enzyme for full effect and enzyme alone for no effect
Anthrax LF prot – anthrax lethal factor protease inhibition | multiplex microsphere protease cleavage assay, LF | hit rate 0.12% among 360,000 | P15917 | inhibition, % at 10 µM | AID 588501; note: plate controls were buffer without enzyme for full effect and enzyme alone for no effect
Mtb BioA inh – inhibitors of Mycobacterium tuberculosis BioA enzyme; hit rate 0.096% among 360,000; purified M. tuberculosis BioA enzyme, plate reader; inhibition, % at 9.99 µM; in the data active = inhibition above about 40%; inconclusive = no clear call, values can overlap the other calls
Mtb UGM inh – Mtb UDP-galactopyranose mutase inhibition | inhibition, % at 10 µM | hit rate 0.06% among 320,000 | purified UGM, fluorescence polarization probe displacement | P9WIQ1; in the data active = inhibition above about 10%, passing the limit was not always enough; inconclusive = no clear call, values can overlap the other calls
Target sequence (P9WIQ1 whole entry, looked up): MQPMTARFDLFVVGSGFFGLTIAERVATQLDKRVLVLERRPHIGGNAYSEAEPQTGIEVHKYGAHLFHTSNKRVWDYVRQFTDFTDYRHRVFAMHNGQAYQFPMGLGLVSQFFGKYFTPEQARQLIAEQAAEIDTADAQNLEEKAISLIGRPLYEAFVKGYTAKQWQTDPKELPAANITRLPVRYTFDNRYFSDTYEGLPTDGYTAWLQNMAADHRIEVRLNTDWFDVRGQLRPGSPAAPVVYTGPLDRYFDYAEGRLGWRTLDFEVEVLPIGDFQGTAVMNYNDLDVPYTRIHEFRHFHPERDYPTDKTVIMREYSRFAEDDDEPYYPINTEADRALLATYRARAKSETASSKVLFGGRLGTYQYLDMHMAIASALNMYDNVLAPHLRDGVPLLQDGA
Numbers without * were called inactive; ? = inconclusive; . = no result given. Cut-off read from the data, not from the text of the source, unless noted: active = inhibition above about 30%; inconclusive = no clear call, values can overlap the other calls; inactive = below that.

Short keys – A = FadD28 FP inh; B = GDH-TPI counter; C = Mtb FBA inh; D = PfHsp40 yeast; E = BoNT F protease; F = BoNT A protease; G = Anthrax LF prot; H = Mtb BioA inh; I = Mtb UGM inh
> Cc1cc(=O)oc2c(C)c(OCC(=O)N3C[C@H]4C[C@@H](C3)c3cccc(=O)n3C4)ccc12
  A = -1.9 | B = 5 | C = 4 | D = -1.0 | E = -1 | F = -0.1 | G = -12 | H = 0.7 | I = -0.4

> Cc1cccnc1C(NC(=O)C1CCN(CCOc2ccc(Cl)cc2Cl)CC1)c1ccc(Cl)cc1 (stereo unspecified)
  A = -1.8 | B = 10 | C = -3 | D = . | E = -10 | F = -0.2 | G = -9 | H = -0.9 | I = .

> CC(C)OC(=O)Cn1c(=O)oc2ccccc21
  A = -1.0 | B = 8 | C = 2 | D = -2.9 | E = -6 | F = 0.5 | G = -6 | H = -1.8 | I = 1.3

> Cc1cccc2[nH]c(SCC(=O)N3CCOCC3)nc12
  A = -1.7 | B = -2 | C = 1 | D = 0.4 | E = -3 | F = -0.1 | G = 3 | H = 0.7 | I = 0.0

> COc1ccc(Cn2c(O)c(C=Nc3ccc(OC)cc3)c3ccccc3c2=O)cc1
  A = -2.2 | B = 6 | C = 3 | D = 0.7 | E = -4 | F = 6.7 | G = 1 | H = -0.1 | I = -0.4

> COc1cc(OC)c(S(=O)(=O)N2CCN(C(=O)c3ccccc3F)CC2)cc1NC(C)=O
  A = -0.1 | B = 1 | C = 0 | D = -1.0 | E = 1 | F = 0.1 | G = -5 | H = . | I = -2.4

> CCC(C)c1ccccc1OCCCCN1CCCC1 (stereo unspecified)
  A = -1.4 | B = 0 | C = 4 | D = -0.6 | E = -4 | F = 0.2 | G = 0 | H = 0.7 | I = 2.5

> CCCCN(C(=O)c1ccc(NC(=O)C(C)C)cc1)c1ccccc1
  A = -4.5 | B = 3 | C = 1 | D = 1.1 | E = -3 | F = 0.0 | G = 3 | H = . | I = -0.3

> CN(C)C(=O)c1ccc2c(c1[N+](=O)[O-])C(=O)c1ccccc1C2=O
  A = -1.0 | B = 6 | C = 1 | D = 6.3 | E = -2 | F = -0.1 | G = -2 | H = . | I = 2.5

> Fc1ccc(NC(=S)N2CCc3ccccc32)cc1
  A = -2.4 | B = 3 | C = 1 | D = 0.3 | E = -11 | F = -6.6 | G = -3 | H = 0.2 | I = 2.6

> Cc1cc(NC(=O)Nc2cc(Cl)sc2Cl)no1
  A = -0.5 | B = -5 | C = -4 | D = -1.0 | E = -7 | F = -2.2 | G = -9 | H = -0.4 | I = 0.5

> N#CCCN(C(=O)COC(=O)Cc1ccc(Br)cc1)c1ccccc1
  A = -0.7 | B = 1 | C = 6 | D = 1.0 | E = -6 | F = 0.1 | G = 3 | H = . | I = -0.2

> O=C(O)c1ccccc1C(=O)Nc1ccc(Nc2ccc([N+](=O)[O-])cc2[N+](=O)[O-])cc1
  A = -0.9 | B = 29 | C = -4 | D = . | E = -14 | F = -1.1 | G = -7 | H = 0.6 | I = -2.2

> COc1ccc(-c2cc(C(F)(F)F)nc(SCC(N)=O)n2)cc1
  A = -3.0 | B = 14 | C = 114* | D = -1.0 | E = -13 | F = -0.7 | G = -5 | H = -2.3 | I = 1.5

> COc1cc([N+](=O)[O-])cc(CN2CCCCC2)c1O
  A = -2.3 | B = 13 | C = -11 | D = -0.8 | E = -4 | F = ? | G = -4 | H = . | I = -0.4

> CCC1NC(=O)c2cccnc2-n2c1nc1ccc(OC)cc1c2=O (stereo unspecified)
  A = -3.2 | B = 2 | C = -2 | D = . | E = -4 | F = -0.2 | G = 1 | H = 0.0 | I = .

> CCC(C)N1CC(C(=O)O)CC1=O (stereo unspecified)
  A = -0.7 | B = 5 | C = 3 | D = -0.7 | E = -1 | F = -0.6 | G = -3 | H = -2.0 | I = 1.7

> COc1ccc(CCNC(=S)N2CCC(Cc3ccccc3)CC2)cc1OC
  A = -0.5 | B = -1 | C = 0 | D = -0.4 | E = -4 | F = 0.6 | G = -2 | H = . | I = -0.6

> CC1(c2ccncc2)Nc2ccccc2-c2nc3ccccc3n21 (stereo unspecified)
  A = -2.4 | B = 8 | C = 158* | D = 2.1 | E = -15 | F = -0.7 | G = -3 | H = 0.4 | I = 1.7

> O=C(OCN1C(=O)c2ccccc2C1=O)c1ccc(Cl)nc1
  A = -0.4 | B = 3 | C = 4 | D = 0.2 | E = -6 | F = -2.7 | G = -4 | H = -1.0 | I = 0.0

> COc1ccc(NC(=O)CN(C)C(=O)c2ccc(OCc3ccccc3)c(OC)c2)cc1
  A = -5.2 | B = 9 | C = -1 | D = -0.8 | E = . | F = . | G = . | H = 0.1 | I = -1.0

> O=C(CN1C(=O)C2C3C=CC(C3)C2C1=O)Nc1nc2ccccc2[nH]1 (stereo unspecified)
  A = -2.5 | B = 3 | C = 0 | D = -0.2 | E = -7 | F = 0.9 | G = 1 | H = -2.0 | I = -0.8

> COc1ccc(Br)cc1C1Nc2cccc3cccc(c23)N1
  A = -3.1 | B = -8 | C = 1 | D = -1.2 | E = ? | F = -3.7 | G = -11 | H = 1.6 | I = 1.7

> COc1ccc(C2C3C(C)=NN=C3CC(C)(O)C2C(C)=O)cc1 (stereo unspecified)
  A = -1.3 | B = -3 | C = 1 | D = 1.1 | E = 0 | F = 0.2 | G = -4 | H = -3.8 | I = -2.3

> Cc1nc(NC(=O)COC(=O)C(NC(=O)c2ccco2)C(C)C)c(Cl)cc1Cl (stereo unspecified)
  A = -3.6 | B = -1 | C = 3 | D = -0.5 | E = 14 | F = 0.0 | G = 2 | H = 0.2 | I = 2.2

> Cc1ccc(S(=O)(=O)Cc2ccc(C(=O)N3CCC(C(N)=O)CC3)o2)cc1
  A = -1.1 | B = 16 | C = 1 | D = -1.0 | E = -8 | F = -1.3 | G = 2 | H = -1.0 | I = -1.2

> c1ccc(Cc2ccc(OCCn3cncn3)cc2)cc1
  A = -1.3 | B = -2 | C = 1 | D = 10.0 | E = -4 | F = 0.3 | G = 0 | H = -0.1 | I = -1.0

> CC1C(=O)Nc2ccc(S(=O)(=O)N3CCN(c4cccc(C(F)(F)F)c4)CC3)cc2NC1=O (stereo unspecified)
  A = -3.7 | B = 4 | C = -1 | D = 1.9 | E = 4 | F = 0.0 | G = 0 | H = -0.5 | I = -0.7

> O=C(O)COc1ccc(C=C2SC(=S)N(c3ccccc3)C2=O)cc1
  A = 0.5 | B = 12 | C = -4 | D = -0.8 | E = -3 | F = -0.2 | G = -3 | H = 0.3 | I = .

> O=C(NNC(=O)C1CCN(C(=O)Nc2ccccc2)CC1)c1ccc(F)cc1
  A = -0.9 | B = 5 | C = 1 | D = 0.5 | E = -5 | F = -0.8 | G = 2 | H = -0.2 | I = -0.1

> CC(C)(C)c1cc(OC(=O)Cc2ccccc2)ccc1O
  A = -1.8 | B = 1 | C = -2 | D = 2.1 | E = ? | F = -5.3 | G = 1 | H = -1.0 | I = -0.1

> Cc1ccc(NC(=O)CSc2nc(-c3ccco3)cc(C(F)(F)F)n2)cc1C
  A = -2.2 | B = 27 | C = 1 | D = 0.8 | E = -10 | F = -4.1 | G = 0 | H = -0.6 | I = 1.4

> Cc1cccc(C)c1OCC(=O)Nc1ncn[nH]1
  A = -2.9 | B = 0 | C = 0 | D = -0.8 | E = -10 | F = -1.0 | G = -8 | H = -1.9 | I = -2.7

> COC(=O)c1ccc(Cl)c(NC(=O)CN(c2ccc(OC)c(OC)c2)S(C)(=O)=O)c1
  A = -4.7 | B = -7 | C = -3 | D = 2.6 | E = 2 | F = 0.3 | G = 0 | H = . | I = 0.7

> CCOC(=O)c1cc(NC(=O)Nc2cc(C)ccn2)c(C)nc1C
  A = -1.1 | B = 1 | C = 1 | D = -2.8 | E = -4 | F = -0.6 | G = -6 | H = -1.4 | I = 1.7

> CCOC(=O)N1CCC(c2cc(=O)n3[nH]c(-c4ccccc4)cc3n2)CC1
  A = -1.9 | B = -8 | C = 16 | D = -0.5 | E = -2 | F = -0.5 | G = 0 | H = -0.7 | I = 2.4

> O=C(Nc1ccc(NC(=O)C2CC2)cc1)c1cccs1
  A = -1.4 | B = 4 | C = 2 | D = 0.0 | E = 6 | F = -1.0 | G = -1 | H = -0.1 | I = -1.2

> COc1ccc(-c2nc(NC3=NCCCCC3)sc2C)cc1
  A = -1.6 | B = 11 | C = 0 | D = -0.6 | E = -10 | F = -0.8 | G = -2 | H = . | I = 1.3

> COc1ccc(C(=O)OCC(=O)Nc2ccc(N3CCOCC3)cc2)cc1OC
  A = -2.1 | B = 4 | C = 1 | D = 1.3 | E = -2 | F = -0.2 | G = -1 | H = -0.6 | I = -1.5

> CC(C)c1ccc(Nc2nc(Cl)nc(NCCO)n2)cc1
  A = 0.4 | B = 2 | C = -2 | D = -0.4 | E = 25 | F = 4.1 | G = 7 | H = 1.1 | I = -0.9

> COc1ccc(Cl)c(OC)c1C(=O)NC(=O)Nc1nc(C)nc(C)n1
  A = 0.7 | B = -7 | C = 0 | D = 0.2 | E = 5 | F = 1.6 | G = 0 | H = -1.2 | I = 3.2

> Cc1c(C(=O)Nc2ccccc2)c2ccc(C(F)(F)F)cc2n1O
  A = -0.2 | B = 10 | C = 4 | D = . | E = -2 | F = -0.3 | G = -3 | H = -0.5 | I = -1.3

> C/C(=N\OCC(=O)Nc1cc(C)cc(C)c1)c1ccc2c(c1)OCCO2
  A = -1.7 | B = 2 | C = -6 | D = 2.5 | E = 2 | F = 0.3 | G = 2 | H = 0.1 | I = -0.3

> COc1ccc(C(CNC(=O)c2cc(S(=O)(=O)Nc3cccc(C)c3)ccc2C)N2CCCC2)cc1 (stereo unspecified)
  A = -2.7 | B = 0 | C = 5 | D = 0.8 | E = 18 | F = -0.3 | G = -5 | H = 0.2 | I = .

> S=C(NCC1CC1)N/N=C/c1ccccc1Cl
  A = -1.2 | B = 6 | C = -2 | D = -0.5 | E = -6 | F = -1.1 | G = 8 | H = . | I = 1.9

> O=C(CCCO)NC1Cc2ccccc2C1
  A = 0.3 | B = 4 | C = -2 | D = -0.6 | E = ? | F = -6.4 | G = 4 | H = . | I = -0.6

> O=c1c2c(-c3cccs3)csc2[nH]c(=S)n1-c1ccccc1
  A = -2.5 | B = 14 | C = -3 | D = 0.8 | E = -5 | F = 0.7 | G = 0 | H = . | I = 4.6

> COc1nc(OC/C(N)=N/O)nc(N2CCOCC2)n1
  A = 0.1 | B = 6 | C = 4 | D = -0.3 | E = -9 | F = 0.3 | G = -4 | H = -0.1 | I = -0.1

> Cc1cc(NC(=O)/C=C/C(=O)N(c2ccccc2C)C(C(=O)NC2CCCC2)c2ccc(F)cc2)no1 (stereo unspecified)
  A = 0.0 | B = 16 | C = 5 | D = 0.3 | E = -8 | F = -1.8 | G = -8 | H = . | I = 2.8

> COc1ccc(/C(N)=N/OC(=O)CCC2CCCC2)cc1OC
  A = -2.6 | B = 9 | C = -1 | D = -0.7 | E = -5 | F = 1.4 | G = 2 | H = -0.5 | I = 1.1

Only PfHsp40 yeast, Mtb UGM inh and GDH-TPI counter (three entries from above):
| SMILES | PfHsp40 yeast | Mtb UGM inh | GDH-TPI counter |
| --- | --- | --- | --- |
| COc1ccc(Cl)c(OC)c1C(=O)NC(=O)Nc1nc(C)nc(C)n1 | 0.2 | 3.2 | -7 |
| Cc1c(C(=O)Nc2ccccc2)c2ccc(C(F)(F)F)cc2n1O | . | -1.3 | 10 |
| C/C(=N\OCC(=O)Nc1cc(C)cc(C)c1)c1ccc2c(c1)OCCO2 | 2.5 | -0.3 | 2 |

Source: PubChem BioAssay (several laboratories)
